L3MBTL1 inh: qHTS Assay for the Inhibitors of L3MBTL1 | 230,000 tested, 0.66% active | Potency, µM (titrated, usually from 57.1 µM), inactives show top-dose activity, negative = inhibition, usual class: inhibitors | AlphaScreen L3MBTL1–H3K9me1 peptide binding | Lethal(3)malignant brain tumor-like protein 1 (Homo sapiens), Q9Y468 | AID 485360, 2010; active = well fitted inhibition curve with a large enough effect; inconclusive = small, poorly fitted or top-dose-only effect; inactive = no such curve, though single readings can be large or run the other way; note: nearly all actives have a fitted effect of over 60% in size
Target sequence (Q9Y468 whole entry, looked up): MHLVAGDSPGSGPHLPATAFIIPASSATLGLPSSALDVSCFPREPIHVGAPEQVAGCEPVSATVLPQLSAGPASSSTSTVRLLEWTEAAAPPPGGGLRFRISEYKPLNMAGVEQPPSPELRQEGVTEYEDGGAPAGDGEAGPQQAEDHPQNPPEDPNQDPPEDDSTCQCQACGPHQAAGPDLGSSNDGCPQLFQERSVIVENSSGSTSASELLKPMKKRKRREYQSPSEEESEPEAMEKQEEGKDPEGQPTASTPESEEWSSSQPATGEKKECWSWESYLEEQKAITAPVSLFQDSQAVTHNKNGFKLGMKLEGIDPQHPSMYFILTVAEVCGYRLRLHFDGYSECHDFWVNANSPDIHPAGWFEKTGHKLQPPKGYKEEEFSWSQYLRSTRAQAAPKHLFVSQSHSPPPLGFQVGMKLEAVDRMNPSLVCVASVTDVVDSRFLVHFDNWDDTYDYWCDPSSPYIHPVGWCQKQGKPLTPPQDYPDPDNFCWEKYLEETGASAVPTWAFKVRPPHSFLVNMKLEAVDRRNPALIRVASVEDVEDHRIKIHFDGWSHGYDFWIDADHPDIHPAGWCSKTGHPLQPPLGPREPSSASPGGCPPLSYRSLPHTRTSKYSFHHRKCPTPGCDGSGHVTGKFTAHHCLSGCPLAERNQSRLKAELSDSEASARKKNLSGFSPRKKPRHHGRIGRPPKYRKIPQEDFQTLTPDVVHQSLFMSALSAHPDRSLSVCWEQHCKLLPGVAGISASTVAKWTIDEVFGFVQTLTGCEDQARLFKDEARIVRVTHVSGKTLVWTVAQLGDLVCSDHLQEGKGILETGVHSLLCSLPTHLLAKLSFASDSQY
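First, the protein-peptide complex forms for 30 min at room temperature (L3MBTL1 50 nM, biotinylated H3K9me1 peptide 75 nM). Next, compounds are pin-transferred and incubated 30 min. Finally, AlphaScreen beads are added and read after 30 min.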
* hit, by the source's call; ? = inconclusive; [ ] = another dose, or the depositor's remark. % is set by controls: 0 for no effect and ±100 for the full control effect; potency is the fitted concentration of half-maximal effect. An excerpt (hit frequency here may not be typical).

SMILES | L3MBTL1 inh
CC(C(=O)Nc1ccc(N(C)C)cc1)N1C(=O)c2ccccc2S1(=O)=O (stereo not drawn) | -5.0%
O=C(OC1CCOC1=O)C1CCN(S(=O)(=O)c2c(Cl)cccc2Cl)CC1 (stereo not drawn) | -12.5%
COc1ccccc1CCC(=O)Nc1cccc(S(=O)(=O)N2CCCCCC2)c1 | 2.4%
CCC(=O)Nc1cc(-c2nc3ncccc3o2)ccc1Cl | -0.4%
CC(C)NC(=O)Nc1ccc2c(c1)CC(=O)N([C@@H](C)CO)C[C@H](C)[C@@H](CN(C)C(=O)NC1CCCCC1)O2 | 2.6%
N#Cc1ccc(CSc2nnc(NC(=O)CCc3nc4ccccc4c(=O)[nH]3)s2)cc1 | -4.7%
CCOC(=O)[C@@H]1[C@H]2COc3ccccc3[C@H]2N2C(=O)N(c3ccc(C)cc3)C(=O)[C@]12C | 6.2%
CC1CC(C)CN(C(=O)C2CC(=O)N(c3ccc4c(c3)OCCO4)C2)C1 (stereo not drawn) | 28.7%
CSCCC(NC(=O)COc1ccccc1)C(=O)N1CC(C)CC(C)C1 (stereo not drawn) | -6.2%
Cc1ccc(CN(C)C(=O)CCNS(=O)(=O)c2ccccc2)o1 | -1.6%
COc1ccc2c(c1)CC[C@@H]1[C@@H]2CC[C@]2(C)[C@@H](C(C)=O)C[C@@H]12 | -15.2%
CN(C(=O)c1cccc(S(=O)(=O)N2CCOCC2)c1)c1c(N)n(Cc2ccccc2)c(=O)[nH]c1=O | -2.9%
COc1cc(OC)cc(C(=O)N2CCN(c3ccc(N4CCOCC4)nn3)CC2)c1 | -1.9%
O=C1CCCC/C=C\C[C@H](CC(=O)N(CCO)Cc2ccccc2)C(=O)NC[C@H](c2ccccc2)O1 | 6.1%
CS(=O)(=O)c1ccc(Cl)c(NC(=O)COC(=O)CCc2c[nH]c3ccccc23)c1 | -11.9%
C=CCC1NS(=O)(=O)OC(CCCC)C1O (stereo not drawn) | -2.2%
C[C@@]12C(=O)N(Cc3ccccc3)CC(=O)N1[C@H](/C=C/c1ccccc1)[C@@H]1C(=O)N(c3ccccc3)C(=O)[C@@H]12 | -0.4%
C=CCN1C(=O)C2(OCCCO2)c2ccccc21 | ?
O=C(C[C@H]1C[C@H](C(=O)N2CCCCC2)[C@@]2(CCc3ccccc3)c3[nH]c4ccc(Cl)cc4c3CCN2C1=O)NCCCn1ccnc1 | -26.4%
O=C(NNS(=O)(=O)c1ccccc1)c1ccc(F)cc1 | 5.8%[2.29 µM]
CCN(CC(=O)Nc1c(F)cccc1F)C(=O)/C=C/c1ccc(S(=O)(=O)N2CCCCCC2)cc1 | -8.7%
O=C1[C@H]2[C@@H](c3ccc(F)cc3)N3C(=O)N(c4cccc(F)c4)C(=O)[C@@]3(Cc3ccc(Cl)cc3)[C@H]2C(=O)N1C1CCCCC1 | -0.6%
CN(CCN(C)C(=O)c1[nH]cnc1C(=O)Nc1ccccc1)C(=O)c1[nH]cnc1C(=O)Nc1ccccc1 | 4.5%
O=C(CN1CCN(c2ccc(O)cc2)CC1)Nc1ccccc1C(=O)NCCc1ccccc1 | -15.8%
COc1cc(C(=O)N[C@H](C(=O)NC2CCCc3ccccc32)C(C)C)cc(OC)c1OC (stereo partly drawn) | -0.5%
O=C(NNC(=O)c1ccccc1Cl)c1ccc(-n2cncn2)c([N+](=O)[O-])c1 | 4.6%
COC(=O)C1(C)NC(c2ccc(O)cc2)C2C(=O)N(c3ccc(C)cc3)C(=O)C21 (stereo not drawn) | 5.1%
O=S(=O)(NC(=S)c1ccccc1)c1ccc(F)cc1 | 2.5%
O=[N+]([O-])c1cccc(/C=N/N=C\c2ccccc2)c1 | -1.6%
O=C(Nc1cccc2ccccc12)c1ccc([N+](=O)[O-])cc1 | 19.0%
O=C(CCNS(=O)(=O)c1ccc(Br)cc1)N1CCCCCCC1 | 2.8%
O=C(C[C@H]1C/C=C/CC[C@@H](Cc2ccc(F)cc2)C(=O)OC[C@H](c2ccccc2)NC1=O)NCCO | 1.7%
CCc1noc(C)c1C(=O)OCC(=O)NCc1ccc(Cl)cc1 | 7.2%
CC(=O)NC(c1ccc2ccccc2c1)c1ccc2cccnc2c1O (stereo not drawn) | ?
CCOc1ccc(NC(=O)Cc2ccc(S(=O)(=O)N3CCCCC3)cc2)cc1OCC | -16.4%
CSCC(=O)N1CCc2ccc(NC(=O)c3ccccc3Cl)cc2C1 | 4.4%[2.29 µM]
O=C(CCC(=O)N1CCOc2ccccc21)N1CCOCC1 | 2.8%
O=[N+]([O-])c1ccc(Cl)c(S(=O)(=O)NC2=NCCC2)c1 | 2.2%
CC(C)Cc1ccc(C(=O)Nc2ccc(Cc3ccncc3)cc2)o1 | -5.9%
CCOc1ccc(C(=O)COC(=O)c2nc3nccc(C)n3n2)cc1 | 0.2%
Cn1c(=O)[nH]c(=O)c2c1nc(NCc1ccccc1)n2Cc1ccc(F)cc1 | -4.2%
CN(C)CC(C)(C)CNC(=O)C1CCN(CCCc2ccccc2)CC1 | 7.7%
CCN(C(=O)COC(=O)CC1CCCCC1)c1c(N)n(Cc2ccccc2)c(=O)[nH]c1=O | 2.8%
NC(=O)c1cc([N+](=O)[O-])ccc1NCC1CCCCC1 | -5.0%
COc1ccc(S(=O)(=O)N2CCCCCC2)cc1NC(=O)CCCOc1ccccc1 | 0.7%
COc1ccc(CNC(=O)C(C)N2CCN(S(=O)(=O)c3ccccc3F)CC2)cc1 (stereo not drawn) | 7.3%
CCOc1ccc(C(=O)C(C)OC(=O)c2nc(Cl)ccc2Cl)cc1 (stereo not drawn) | 68.7%[activator]
N#Cc1ccc(Oc2ccc(S(=O)(=O)N3CCCCC3)cn2)cc1 | -3.0%

No new results follow: 13 of the compounds above.
SMILES | L3MBTL1 inh
CC(=O)NC(c1ccc2ccccc2c1)c1ccc2cccnc2c1O (stereo not drawn) | ?
CCOc1ccc(NC(=O)Cc2ccc(S(=O)(=O)N3CCCCC3)cc2)cc1OCC | -16.4%
CSCC(=O)N1CCc2ccc(NC(=O)c3ccccc3Cl)cc2C1 | 4.4%[2.29 µM]
O=C(CCC(=O)N1CCOc2ccccc21)N1CCOCC1 | 2.8%
O=[N+]([O-])c1ccc(Cl)c(S(=O)(=O)NC2=NCCC2)c1 | 2.2%
CC(C)Cc1ccc(C(=O)Nc2ccc(Cc3ccncc3)cc2)o1 | -5.9%
CCOc1ccc(C(=O)COC(=O)c2nc3nccc(C)n3n2)cc1 | 0.2%
Cn1c(=O)[nH]c(=O)c2c1nc(NCc1ccccc1)n2Cc1ccc(F)cc1 | -4.2%
CN(C)CC(C)(C)CNC(=O)C1CCN(CCCc2ccccc2)CC1 | 7.7%
CCN(C(=O)COC(=O)CC1CCCCC1)c1c(N)n(Cc2ccccc2)c(=O)[nH]c1=O | 2.8%
NC(=O)c1cc([N+](=O)[O-])ccc1NCC1CCCCC1 | -5.0%
COc1ccc(S(=O)(=O)N2CCCCCC2)cc1NC(=O)CCCOc1ccccc1 | 0.7%
COc1ccc(CNC(=O)C(C)N2CCN(S(=O)(=O)c3ccccc3F)CC2)cc1 (stereo not drawn) | 7.3%

(further entries)
SMILES | L3MBTL1 inh
Cc1sc2nc(CSCC(=O)Nc3c(F)cccc3F)[nH]c(=O)c2c1C | 7.2%
CCN(C(=O)COn1nnc2ccc(S(=O)(=O)N(C)C)cc21)C1CCS(=O)(=O)C1 (stereo not drawn) | -2.1%
Cc1ccc(OCC(=O)NCCS(=O)(=O)N2CCN(c3ccccc3)CC2)cc1 | 4.2%
CC1CCCC(NC(=O)COC(=O)c2ccc3c(c2)OCCO3)C1C (stereo not drawn) | -2.6%
COC(=O)[C@]1(C)N[C@H](c2ccc(SC3CCCCC3)cc2)[C@@H]2C(=O)N(C)C(=O)[C@@H]21 | 3.1%
CC1OC(OC2C(Oc3c(-c4ccc(O)cc4)oc4cc(O)cc(O)c4c3=O)OC(COC3O[C@@H](C)[C@H](O)[C@@H](O)C3O)C(O)C2O)C(O)C(O)C1O (stereo partly drawn) | 6.1%
CCCCOc1ccc(C(=O)NCC(=O)NCC(c2ccc(OC)cc2)N2CCOCC2)cc1 (stereo not drawn) | 3.5%
CC(=O)Nc1ccc(S(=O)(=O)NCCC(=O)NC2CCCCCC2)cc1 | -1.0%
CCN(C(=O)COc1ccc(N(C)S(=O)(=O)c2ccc(NC(C)=O)cc2)cc1)C1CCCCC1 | -8.7%
CC(=O)N1CCN(C(=O)C(Cc2ccccc2)NC(=O)c2ccccc2)CC1 (stereo not drawn) | -4.4%
O=C(C1CCC1)N1CCN(c2ccc(Cl)cc2)CC1 | 6.3%
O=C(COC(=O)C1=Cc2ccccc2OC1)NCc1ccccc1 | -1.1%
Cc1ccccc1NC(=O)Cc1nc(COC(=O)c2ccc([N+](=O)[O-])cc2)cs1 | 8.5%
Cc1cc(S(=O)(=O)N2CCCC(N3CCOCC3)C2)c(C)cc1Cl (stereo not drawn) | -6.7%
CC(Oc1ccc(F)cc1)C(=O)Oc1ccc(N(C)S(=O)(=O)c2ccccc2)cc1 (stereo not drawn) | 10.1%
C=CCn1c2ccccc2c(=O)c2cc(C#Cc3ccsc3)ccc21 | -4.1%
COc1cccc(Nc2nc(C)cc(C)c2C(N)=O)c1 | 6.1%
O=C(COC(=O)COc1ccc(Br)cc1)NCc1ccccc1 | 4.6%
CCc1cc(C(=O)N2CCN(c3ncccn3)CC2)sc1C | 3.8%
COc1ccc(N2CC(C(=O)Nc3nc(-c4ccccc4)c(C(C)=O)s3)CC2=O)c(OC)c1 (stereo not drawn) | -5.5%
CCOC(=O)C1CCN(Cc2cccc(Oc3ccc(Cl)cc3)c2)CC1 | 10.1%
O=C(COC(=O)c1ccccc1O)Nc1ccc(N2CCOCC2)cc1 | 5.0%
Cc1ccsc1CN(C)CC(=O)NCC(=O)Nc1ccc(F)c(F)c1F | 1.7%
CC(=O)Nc1ccc(S(=O)(=O)NCCC(=O)OCC(=O)c2cccc(Br)c2)cc1 | 1.2%
OCCNc1nc(Nc2ccc(Cl)c(Cl)c2)nc2ccccc12 | 2.9%
O=C(CN1CCN(c2ccc(F)cc2)CC1)NCc1ccc(Cl)cc1 | -5.5%
CN1C(=O)C(C)(C)c2cc(S(=O)(=O)N3CCN(c4cccc(Cl)c4)CC3)ccc21 | ?
CC(=O)Nc1ccc(S(=O)(=O)N(C)CC(=O)OCC(=O)Nc2cc(C)on2)cc1 | 0.0%
Cc1ccc(NC(=O)c2cccnc2)cc1S(=O)(=O)N1CCOCC1 | -4.1%
Cc1cc(C)cc(OCCNC(=O)CCc2ccccc2)c1 | -1.4%
CCN(C(=O)COc1nc(C)cc(C)c1C#N)c1ccccc1 | 0.5%
Cc1ccc(NC(=O)CN(C)C(=O)c2cc(-c3ccccc3)nn2-c2ccccc2)cc1 | 1.2%
CC(C)C(NC(=O)c1c(F)cccc1F)C(=O)N1CCN(c2ncccn2)CC1 (stereo not drawn) | 4.7%
C[C@@H]1COC(=O)[C@@H](CC(=O)OC(C)(C)C)C/C=C\C[C@H](CC(=O)N(CCO)Cc2ccccc2)C(=O)N1 | 7.2%
Cc1ccc(S(=O)(=O)N2CCN(C(=O)C3CC(=O)N(c4ccc5c(c4)OCCO5)C3)CC2)cc1 (stereo not drawn) | -3.7%
Cc1cnc(NC(=O)c2ccc(F)c(S(=O)(=O)N3CCOCC3)c2)s1 | 3.4%
Cc1ccc(OCc2nc3ccccc3n2C)cc1 | -8.4%[2.29 µM]
C[C@@H]1NC(=O)OC1c1ccco1 (stereo partly drawn) | -4.4%
COc1ccc(NC(=O)c2ccc(C)cc2)cc1 | -0.1%
O=C(Cc1cccc(NC(=O)C2CCN(C(=O)C3CCC3)CC2)c1)Nc1cccc(C(=O)N2CCCC2)c1 | 0.0%
CCCCN1CCNC[C@H]1Cc1ccc(O)cc1 | 0.4%
C#CCOc1ccc2c3c(c(=O)oc2c1)CCCC3 | -0.4%
CCN(CC)c1ccc(CNc2nnnn2C)cc1 | -1.3%
COc1cccc(C(=O)NCC2CCCN2S(=O)(=O)c2ccccc2)c1 (stereo not drawn) | 6.6%
COc1ccc(S(=O)(=O)N2CCOCC2)cc1NC(=O)CN1C(=O)NC2(CCCC2)C1=O | 26.8%
O=C(O)c1cccc2c1C(=O)c1cc(Br)ccc1S2(=O)=O | 4.5%
CC(Sc1nnc(-c2cccnc2)n1C)C(=O)N1CCOCC1 (stereo not drawn) | 7.1%
CCC[C@H]1COCCS(=O)(=O)N1Cc1ccccc1 | 2.5%
CCc1nnc(NC(=O)C2CCN(C(=O)c3ccccc3C)CC2)s1 | 2.2%
O=C(NC1CCC(O)CC1)c1ccc(Br)o1 (stereo not drawn) | 5.2%
COC(=O)C1Cc2ccccc2CN1S(=O)(=O)c1ccc(C)cc1 (stereo not drawn) | 1.5%
COc1cc(NC(=O)COc2ccc(-n3cnnn3)cc2)cc(OC)c1OC | -8.0%
O=C1CCN(CCCc2ccccc2)CCN1[C@H](CO)c1ccccc1 | 2.0%
COc1ccccc1C(=O)NC(CCSC)C(=O)N1CCC(Cc2ccccc2)CC1 (stereo not drawn) | -8.6%
O=C(NCC(c1ccco1)N1CCCC1)c1cc(=O)[nH]c2ccccc12 (stereo not drawn) | 33.2%[activator]
COc1ccc(-c2cc(=O)oc3cc(OC(C)C(=O)NC4CC4)ccc23)cc1 (stereo not drawn) | -12.5%
O=C(COC(=O)C1CC2CCCC(C1)C2=O)NNC(=O)c1ccc([N+](=O)[O-])cc1 (stereo not drawn) | 12.1%
O=C(CSc1nc(=O)n(CCCN2CCOCC2)c2c1CCC2)Nc1ccc(F)cc1F | -3.9%
CCOC(=O)c1cccc(NC(=O)c2cc3ccccc3o2)c1 | 12.0%
O=C(CNC(=O)c1ccco1)NCC(c1ccco1)N1CCCCC1 (stereo not drawn) | 2.3%

Source: PubChem
